Compound activity as filed in PubChem BioAssay.
E coli growth: E. coli V3065 growth inhibition, primary screen, counter-screen for AddAB inhibitor project, absorbance, OD600. inhibition, % at 11.9 µM. 18 h. 330,000 compounds, 0.27% hits;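 active = inhibition above the campaign's mean inhibition across all tested compounds plus 3 SD, cut at about 9.9% in these data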;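 also: uninfected addAB+ strain grown without phage in ampicillin broth; 0% = DMSO wells and 100% = ciprofloxacin 0.95 µg/ml wells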
OPRM1-OPRD1 ag: agonists of OPRM1-OPRD1 heterodimerization, primary screen, cell-based, luminescence; cells; 340,000 compounds, 0.3% hits; activation, % at 9.3 µM; Mu-type opioid receptor (Homo sapiens) + Delta-type opioid receptor (Homo sapiens), …; in the data active = activation above about 18%;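 also: 0% = vehicle-treated cells and 100% = reference agonist; values of inactives mirror those of a sister screen read the other way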
Target sequence (P35372 whole entry, looked up): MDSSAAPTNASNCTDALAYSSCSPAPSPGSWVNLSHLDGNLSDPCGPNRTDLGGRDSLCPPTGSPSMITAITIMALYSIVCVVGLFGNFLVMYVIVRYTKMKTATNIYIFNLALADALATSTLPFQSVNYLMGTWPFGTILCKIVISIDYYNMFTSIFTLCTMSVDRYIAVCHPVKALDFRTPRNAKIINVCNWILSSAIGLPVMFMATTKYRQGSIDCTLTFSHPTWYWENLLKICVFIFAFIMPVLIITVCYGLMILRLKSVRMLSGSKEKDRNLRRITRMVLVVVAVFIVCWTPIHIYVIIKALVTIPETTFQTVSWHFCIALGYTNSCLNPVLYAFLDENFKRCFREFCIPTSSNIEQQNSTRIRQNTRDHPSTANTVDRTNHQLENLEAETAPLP
Target sequence (P41143 whole entry, looked up): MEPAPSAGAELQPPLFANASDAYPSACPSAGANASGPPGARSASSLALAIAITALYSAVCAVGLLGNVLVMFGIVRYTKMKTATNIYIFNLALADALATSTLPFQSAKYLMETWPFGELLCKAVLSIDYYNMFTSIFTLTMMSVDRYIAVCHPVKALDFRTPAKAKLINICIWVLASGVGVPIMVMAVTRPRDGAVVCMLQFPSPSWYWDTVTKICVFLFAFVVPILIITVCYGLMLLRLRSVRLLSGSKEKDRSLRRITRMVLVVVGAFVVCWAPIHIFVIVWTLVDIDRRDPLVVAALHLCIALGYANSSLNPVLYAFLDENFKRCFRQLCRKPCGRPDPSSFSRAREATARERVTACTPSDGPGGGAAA
PfHsp90 set2: growth inhibition of PfHsp90-expressing yeast, primary screen, antimalarial PfHsp90 inhibitor project, S. cerevisiae, BacTiter-Glo luminescence, single point, set 2; BacTiter-Glo ATP, 48 h; yeast lacking PDR1 and PDR3 efflux regulators; inhibition, % at 9.4 µM; 310,000 compounds, 0.32% hits;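 active = every replicate shows inhibition above about 80%, whatever the replicate mean, limit read from the data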;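 also: 0% = DMSO neutral controls and 100% = 20 µM radicicol positive controls; yeast relying on Plasmodium falciparum Hsp90 in place of its own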
phage Ecoli inh: growth loss of phage-infected E. coli, primary screen, RecBCD inhibitor project, absorbance, with phage, HTS; inhibition, % at 11.9 µM; 360,000 compounds, 0.26% hits; in the data active = inhibition above about 11%
Tat export inh: E. coli Tat export inhibitors, primary screen, MC4100, TorA-mCherry reporter, fluorescence, single point | inhibition, % at 10 µM | 340,000 compounds, 0.036% hits;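 active = mean replicate inhibition at least 50% and at least half of replicates individually reaching 50%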;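 also: exported cargo escapes ClpAP degradation while cytoplasmic cargo is degraded and loses fluorescence; 0% = median of neutral control wells and 100% = median of NaSCN control wells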
HTR5A inv ag: HTR5A inverse agonists in luminescence cell assay, primary screen, counter-screen for OPRM1-OPRD1 heterodimer inverse agonist project, full-deck HTS | 5-hydroxytryptamine receptor 5A (Homo sapiens), P47898 | HTR5A cell line, inverse agonism | inhibition, % at 9.3 µM | 340,000 compounds, 0.083% hits | AID 504634, 2011; in the data active = inhibition mostly above about 23%, no sharp cut-off; inactive = mostly below about 18%;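 also: 0% = cells with DMSO and 100% = no-cell wells with DMSO; some compounds called inactive have numbers as strong as hits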
Mot1-301 SUMO: yeast Mot1-301 growth rescue at high temperature, primary screen, SUMOylation pathway inhibitor project, S. cerevisiae, ATP luminescence, 38.5C | AID 2716, 2010 | S. cerevisiae Mot1-301 growth rescue; percent above DMSO median, 100 means doubled | 320,000 compounds, 1% hits | growth rescue, % at 18.8 µM;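 active = every valid replicate shows activation above 250% relative to neutral control wells; inactive = the rest, any valid replicate at or below 250%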;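 also: OY570 slx delta 5 strain wells were the positive control but not used for scaling; some compounds called inactive have numbers as strong as hits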
AddAB inh: growth inhibition of E. coli expressing H. pylori AddAB, primary screen, AddAB inhibitor project, absorbance. inhibition, % at 11.9 µM. 330,000 compounds, 0.29% hits. AID 435030, 2010; in the data active = inhibition above about 12%;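 also: 0% = vehicle wells of infected cells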
PKA-R2B activ: activators of PKA-R2B holoenzyme, primary screen, biochemical, fluorescence polarization, Cy5-IP20, human; 340,000 compounds, 0.079% hits; AID 504700, 2011; PKA-R2B holoenzyme dissociation; R2B truncated from residue 108, S112A mutant; 0% DMSO only, 100% 113 µM cGMP; activation, % at 11.4 µM;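 active = activation above a cutoff set at the mean over all compounds plus 3 SD, cut at about 18% in these data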;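 also: higher means more holoenzyme dissociation and a rise in polarization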
PKA-R1A activ: activators of PKA-R1A holoenzyme, primary screen, biochemical, fluorescence polarization, Cy5-IP20, bovine R1A, mouse PKAc; cAMP-dependent protein kinase type I-alpha regulatory subunit (Bos taurus) + …; PKA-R1A dissociation; scaled: DMSO 0%, 113 µM cGMP 100%; activation, % at 11.4 µM; 340,000 compounds, 0.083% hits; AID 504707, 2011;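 active = percent activation above the mean of all tested compounds plus 3 SD, cut at about 19% in these data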;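 also: higher means more PKAc released from R1A so a rise in polarization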
OPRM1-OPRD1 inv: inverse agonists of MOR-DOR heterodimerization, primary screen, cell-based, luminescence; inhibition, % at 9.3 µM; 340,000 compounds, 0.21% hits; AID 504357, 2011; cell-based MOR-DOR heterodimer luminescence, inverse agonism; Mu-type opioid receptor (Homo sapiens) + Delta-type opioid receptor (Homo sapiens), …; in the data active = inhibition above about 22%, passing the limit was not always enough;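 also: 0% = cells with DMSO and 100% = wells without cells with DMSO; values of inactives mirror those of a sister screen read the other way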
An asterisk follows results filed as active; i = inactive; / = not tested or not shown.

Structure	E coli growth	OPRM1-OPRD1 ag	PfHsp90 set2	phage Ecoli inh	Tat export inh	HTR5A inv ag	Mot1-301 SUMO	AddAB inh	PKA-R2B activ	PKA-R1A activ	OPRM1-OPRD1 inv
O=C(c1ccccc1)N1CCN(C2c3cccc4cccc(c34)C2NS(=O)(=O)c2ccccc2)CC1 (stereo not given)	-1.7	-0.5	-8	0.9	19	-23	-6	0.9	-2	-14	2
CC(Sc1ncn[nH]1)C(=O)NCc1ccccc1 (stereo not given)	2.0	-1.8	-8	0.5	2	1	0	0.0	-1	1	12
CN(C(=O)C1CCCCC1)C1(C)CCS(=O)(=O)C1 (stereo not given)	3.3	0.5	6	0.5	0	-35	6	0.8	-4	5	-3
CC(C)c1onc(C(=O)Nc2cccnc2Cl)c1[N+](=O)[O-]	-0.3	3.6	-2	5.7	2	10	280	4.7	0	-8	-24
CCOC(=O)C1(Cc2ccc(Cl)cc2)CCN(C(=O)C2CCCO2)CC1 (stereo not given)	2.0	-1.1	2	3.4	0	-25	3	2.1	1	-4	5
CCN1CCN(S(=O)(=O)c2ccc(Cl)c(C(=O)Nc3ccccc3N3CCCC3)c2)CC1	-0.5	-3.0	13	3.2	3	4	48	0.1	-1	0	14
COC(=O)C(Cc1cccc(C)n1)(c1ccccc1)c1ccccc1	/	113*	26	1.9	1	0	-11	/	3	0	i
COC(=O)Cc1ccc(NC(=S)N2CCN(CCO)CC2)cc1	-1.0	-0.6	3	2.9	7	5	126	0.7	2	-11	3
O=C1c2cccc3c(O)ccc(c23)C(=O)N1Cc1ccccc1	0.7	9.5	-40	2.5	-2	-6	-1	3.0	-2	2	-39
CCOC(=O)[C@H]1[C@H]2COc3cc(OC)ccc3[C@@H]2N2C(=O)CN(C)C(=O)[C@@]12C	1.8	-1.5	-23	3.1	-6	7	7	1.9	1	-4	9
C/C(=N\Nc1nc(N)cc(Cl)n1)c1cccc([N+](=O)[O-])c1	-1.8	0.4	-21	2.0	0	-14	-9	-2.1	-4	1	-2
Cc1ccccc1-c1nc(CS(=O)(=O)CC(=O)NC2CC2)c(C)o1	-1.4	-3.5	5	2.4	0	3	-10	5.4	1	4	17
COc1ccc(CCN2CC(C(=O)NCCc3ccccc3C)CCC2=O)cc1 (stereo not given)	-0.5	-1.1	-2	0.6	2	1	/	3.6	0	2	6
Oc1ccc(F)c2cccnc12	0.7	1.4	27	2.8	-1	-4	4	1.4	-2	-14	-7
CCCCn1nnc(NC(=O)COc2cc(C)ccc2C(C)C)n1	2.0	3.6	29	0.7	3	-6	32	-0.9	0	-12	-21
Cc1ccc(C(=O)NNC2=Nc3cc([N+](=O)[O-])ccc3OC2)cc1	3.5	-2.7	-6	-1.8	11	2	507	3.3	-4	-4	14
Cc1onc(-c2ccccc2Cl)c1C(=O)NC(C)c1ccccc1 (stereo not given)	2.8	-1.0	34	-1.8	4	4	-8	3.2	1	-7	5
Cc1[nH]c2ccccc2c1/C=N\NC(=O)Cn1nnc(-c2ccccc2)n1	-2.8	18	2	3.3	-9	-39	-11	-2.0	-10	0	-113
CC1CCC2(CC1)NC(=O)N(NC(=O)c1cccc(N(C)C)c1)C2=O (stereo not given)	3.5	-1.3	-16	1.5	-1	6	-10	3.0	7	2	7
O=C(COC(=O)/C=C/c1ccccc1)NC1CC1	2.8	-3.1	/	0.7	6	-30	0	0.9	7	-2	13
C/C(=C\c1cccs1)C(=O)c1c(C)cc(C)[nH]c1=O	0.4	-3.3	25	5.2	1	-14	-14	-0.5	-7	-8	17
C[C@H](NC(=O)C1CCC(CNC(=O)[C@@H]2CCCN2C(=O)OC(C)(C)C)CC1)C(=O)O (stereo not given in full)	/	0.1	-22	1.0	-3	0	-24	/	5	-3	-1
O=S(=O)(Cc1c(F)cccc1Cl)c1ncn[nH]1	0.8	-1.5	-4	3.3	2	-23	-25	-0.1	0	-12	8
COc1cc(NCCCn2cnc(C(=O)Nc3ccc(C)c(C)c3)n2)cc(OC)c1OC	/	0.8	19	0.9	0	-6	/	/	10	-7	-4
CC(C)COC(=O)Nc1ccccc1C(=O)N1CCOCC1	2.8	-1.1	-3	2.2	-3	-8	/	4.2	3	-13	7
COc1c2ccccc2c(OC)c2ccccc12	-1.7	1.5	4	3.0	-10	18	-4	3.5	-7	0	-7
COc1ccc2c(c1)CC=C1C2CCC2(C)C(=O)C(=NO)CC12 (stereo not given)	/	3.7	/	1.8	4	-30	/	/	-2	-7	-18
CCOC(=O)C1CCN(C(=O)CN(Cc2ccc(Cl)cc2)S(C)(=O)=O)CC1	-1.2	-0.3	-18	0.0	1	6	15	2.1	1	-4	1
O=C(O)[C@H]1Cc2ccccc2CN1S(=O)(=O)c1ccc(F)cc1	0.6	-3.1	6	2.0	0	13	-4	0.3	-4	-1	16
C=CCn1c(SCC(=O)NCC2CCCO2)nnc1-c1ccncc1 (stereo not given)	1.1	-3.2	/	-1.5	10	-12	-9	0.4	-3	-2	12
O=C(Cn1ncc2c3ccccc3n(Cc3ccc(F)cc3)c2c1=O)N1CCN(c2ncccn2)CC1	-0.6	-0.2	20	2.3	4	9	301	-2.5	11	-4	1
COc1ccccc1-n1c(SCC(=O)c2ccc(O)cc2O)nc2cc([N+](=O)[O-])ccc21	1.6	-1.3	-43	1.6	1	8	44	4.7	-8	-3	7
FC(F)(F)c1cnc(N2CCSCC2)c(Cl)c1	0.1	-1.8	1	-0.4	-5	-16	7	0.3	-6	-10	9
CCOC(=O)c1c(C)[nH]c(C)c1C(=O)COC(=O)/C=C/c1cccc(F)c1	-0.3	0.2	1	0.6	-3	9	-10	4.8	7	-2	-1
Cc1cc(C)cc(C(=O)NC(CC(N)=O)c2ccc(NC3CCCCCC3)c([N+](=O)[O-])c2)c1 (stereo not given)	0.3	0.0	-3	1.0	-10	-3	78	3.8	-4	0	0
COc1cc(C(=O)Nc2ccc(S(=O)(=O)Nc3ncccn3)cc2)c([N+](=O)[O-])cc1OC	-0.6	-4.8	-9	3.6	0	11	-1	-0.8	5	4	23
COc1ccccc1OCC(=O)Nc1ccc(S(=O)(=O)NC(C)=O)cc1	-0.6	-1.9	0	2.0	-6	5	9	1.1	-11	7	11
O=C(CN1CCN(Cc2ccc(F)cc2)CC1)Nc1nc2ccccc2s1	-2.2	1.4	-26	1.0	2	26	20	2.2	-8	-3	-7
Cc1ccc(S(=O)(=O)Nc2cc(Cl)c(O)c3ncccc23)cc1	11*	5.3	104*	12*	-1	-32	-16	11	-2	2	-30
CCOC(=O)NC1(C(F)(F)F)C(=O)NC(C)=C1C(=O)OC (stereo not given)	0.0	-1.6	0	2.7	2	-2	1	0.8	-5	3	9
OCC1(Cc2ccc(Cl)cc2)CCN(CCCc2ccccc2)CC1	-1.4	/	16	1.8	-3	/	105	4.1	/	/	/
CCOC(=O)C1CCCN(C(=O)c2ccc(CS(=O)(=O)Cc3ccccc3C)o2)C1 (stereo not given)	-1.8	-1.7	29	3.7	19	-10	3	0.3	7	0	9
O=c1nc(NC2CCCC2)ccn1Cc1cccc(Br)c1	0.4	-0.4	18	2.3	-5	-4	85	0.1	-6	1	2
OC1CCN(c2c3c(nc4cc(-c5ccc(F)cc5)nn24)CCC3)CC1	-2.3	-0.6	-2	0.3	-12	3	-7	2.0	3	0	4
CNc1nc(Cl)c(SC)c(N2CCOCC2)n1	-0.1	-0.4	-4	4.8	-10	-1	4	-0.2	-11	-4	3
CCN1/C(=C2\OC(=S)N(C)C2=O)C=Cc2ccccc21	-1.0	-2.5	14	1.4	-9	16	6	3.6	0	-4	12
Cc1ccc(-c2ccc(CCC(=O)O)n2-c2ccc(C(=O)O)cc2)cc1	/	-1.0	-7	3.4	0	-7	-14	/	-9	1	4
CCn1c(SCC(=O)NNC(=O)c2ccc(OC)cc2)nnc1C(C)C	-2.3	0.6	5	1.9	-1	-11	-7	1.6	-18	5	-4
COc1ccc(CCNC(=O)C2CCN(c3ccc(N4CCOCC4)nn3)CC2)c(OC)c1	-0.7	-1.4	19	2.1	-6	-2	227	0.2	5	1	8
CCOc1cc(S(=O)(=O)Nc2ccccn2)ccc1F	-1.9	-1.6	4	1.8	2	-3	6	1.9	-3	-10	7
CCc1cc(=O)oc2cc(C)cc(OCC(=O)NCC3CCC(C(=O)O)CC3)c12 (stereo not given)	0.3	-1.6	-11	2.0	-4	17	-6	1.3	0	-8	8
CCOc1ccc(/C=C/C(=O)c2c(O)cc(C)oc2=O)cc1	0.2	-2.9	45	5.6	-4	-7	270	3.5	-4	-3	15
CCOCCCNC(=S)Nc1ccc2nc(N3CCOCC3)cc(C)c2c1	-4.3	-1.1	-11	0.2	-6	11	66	0.2	-2	-9	5
O=C(CC1C[C@H](C(=O)N2CCCCC2)[C@@]2(CCc3ccccc3)c3[nH]c4ccccc4c3CCN2C1=O)NCCc1ccccn1 (stereo not given in full)	/	-1.6	-10	0.2	16	0	/	/	3	8	8
O=C(c1ccccc1)c1ccc(OC(=O)C2CCCCC2)cc1	1.7	1.8	7	3.8	0	-9	-27	5.3	-2	-9	-9
CCc1cccc(NC(=O)CNC(=O)N2CC(=O)Nc3ccccc32)c1	-0.6	-3.4	-2	3.0	-1	4	3	1.9	5	0	18

(next part)
Structure	E coli growth	OPRM1-OPRD1 ag	PfHsp90 set2	phage Ecoli inh	Tat export inh	HTR5A inv ag	Mot1-301 SUMO	AddAB inh	PKA-R2B activ	PKA-R1A activ	OPRM1-OPRD1 inv
CCOC(=O)C1CCCN(C(=O)COC(=O)c2cccs2)C1 (stereo not given)	1.1	-1.7	2	2.9	2	6	-10	-1.4	-12	-9	9
COCCCNC(=O)CN1C(=O)CSc2ncccc21	0.8	-3.7	28	2.3	-5	-13	-2	4.5	-3	-5	19
CC(=O)Nc1ccc(N(C(=O)c2ccco2)C(C(=O)NC2CCCC2)c2cccs2)cc1 (stereo not given)	0.6	-3.0	/	0.1	6	-2	-5	4.5	3	-7	15
Cc1nc2ccccc2nc1OCc1cccc(Cl)c1	-1.3	-2.3	-3	5.1	-1	6	6	3.2	-1	5	12
